HEK293 tox – cytotoxicity counter-screen for GLP-1 receptor inverse agonists; Potency, µM (doses to about 38.3 µM), for inactives: top-dose activity change, negative = inhibition, usual class: inhibitors; HEK293 cAMP-luciferase reporter cells, luminescence, 24 h; 0.13% of 410,000 active;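 note: loss of luciferase light is scored as toxicity; potency is the fitted concentration of half-maximal effect; % is set by controls: 0 for no effect and ±100 for the full control effect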
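Step one: seed cells (200 cells/uL, DMEM with 10% Nu serum, 1% pen-strep). Step two: 12-hour incubation at 37 deg C. Step three: pin 23 nL compound, incubate 24 hr. Step four: add luciferase reagent, read luminescence 12 min later.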
GLP1R inv ag – acts as inverse agonist at human GLP-1 receptor | HEK293 GLP-1R CRE-luciferase, luminescence, 24 h; GLP-1R form is constitutively active | 1.6% of 410,000 active | Potency, µM (top dose mostly 38.3 µM), for inactives: at the highest dose activity change, negative = inhibition, hits mostly inhibitors; note: potency is the fitted concentration of half-maximal effect; % is set by controls: 0 for no effect and ±100 for the full control effect; nearly all actives have a fitted effect of over 55% in size
Target sequence (P43220 whole entry, looked up): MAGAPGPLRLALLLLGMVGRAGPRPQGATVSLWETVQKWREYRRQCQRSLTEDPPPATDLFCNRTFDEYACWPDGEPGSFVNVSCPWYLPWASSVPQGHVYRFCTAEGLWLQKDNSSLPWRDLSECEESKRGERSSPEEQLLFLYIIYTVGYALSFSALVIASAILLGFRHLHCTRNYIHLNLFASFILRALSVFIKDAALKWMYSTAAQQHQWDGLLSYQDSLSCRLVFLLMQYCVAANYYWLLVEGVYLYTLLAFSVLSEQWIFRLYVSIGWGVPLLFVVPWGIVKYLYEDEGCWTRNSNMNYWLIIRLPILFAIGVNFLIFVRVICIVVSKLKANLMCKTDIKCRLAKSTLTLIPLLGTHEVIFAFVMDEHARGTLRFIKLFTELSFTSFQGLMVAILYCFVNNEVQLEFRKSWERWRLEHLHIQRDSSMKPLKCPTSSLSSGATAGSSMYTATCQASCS
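Inverse agonism was detected as reduced cAMP-driven luciferase luminescence after 24 h compound treatment. The cells were HEK293 clones expressing constitutively active human GLP-1R with the reporter. Reporter-only and GPR119 cell lines served as counterscreen controls.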
IL2 activator – activators of IL-2; IL-2 activation reporter assay, cell-based qHTS; stimulated with anti-CD3/CD4/CD28 beads; in transgenic mouse T cells; activation, % (series mostly up to about 46 µM); 0.065% of 360,000 active; in the data active = activation above about 50%; inconclusive = mostly about 30% to 49%; note: 0% is about no effect
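Readout: EGFP and DsRed signals by fluorescent plate cytometry. Unstimulated transgenic mouse T cells received compound 60 min before antibody-bead stimulation, then incubated 18 h at 37 degrees C.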
EPAC1 ag – EPAC1 (human) agonism; O95398; EPAC1 agonist qHTS, biochemical assay; response scale: 100% = response to 6.5 mM cAMP; Potency, µM (titrated, usually from 154 µM), for inactives: at the top dose activation, actives largely listed as activators; 0.073% of 360,000 active; AID 720707; note: potency is the fitted concentration of half-maximal effect; nearly all actives have a fitted effect of over 60% in size
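Nucleotide exchange assay: 100 nM EPAC1 with 250 nM Rap1B loaded with BODIPY-GDP and 50 uM GDP, room temperature. Fluorescence (480/540 nm) read every 5 min for 30 min; signal change normalized to 6.5 mM cAMP as full agonist.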
PTHR1 agonist – activates the human parathyroid hormone receptor PTHR1 | Q03431 | HEK293 GP2 PTHR1 cells, GloSensor cAMP luminescence, 1 h | Potency, µM (titrated, usually from 115 µM), inactives show top-dose activation, hits mostly activators | 0.075% of 410,000 active | AID 743266; note: potency is the fitted concentration of half-maximal effect; nearly all actives have a fitted effect of over 55% in size; some results filed as inactive show a strong effect at the top dose; inactives centre near -15; many of its hits are not listed in these tables
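HEK-293-derived GP2 cells expressing PTHR1 and a GloSensor cAMP reporter, 3,000/well, plated overnight, given luciferin plus IBMX (each 0.5 mM as added) for 1 h at 37 °C, then compound for 1 h at 37 °C. Luminescence was read after 15 min at room temperature.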
PLK1 PBD block – PLK1 (human) polo-box domain binding inhibition | Plk1 PBD binding of FITC phosphopeptide, fluorescence polarization | Potency, µM, for the others: max response, negative = inhibition, actives largely listed as inhibitors | 2.8% of 360,000 active; note: potency is the fitted concentration of half-maximal effect; series mostly up to about 57 µM; % is set by controls: 0 for no effect and ±100 for the full control effect; nearly all actives have a fitted effect of over 65% in size
Target sequence (P53350 whole entry, looked up, the tested form may be a part): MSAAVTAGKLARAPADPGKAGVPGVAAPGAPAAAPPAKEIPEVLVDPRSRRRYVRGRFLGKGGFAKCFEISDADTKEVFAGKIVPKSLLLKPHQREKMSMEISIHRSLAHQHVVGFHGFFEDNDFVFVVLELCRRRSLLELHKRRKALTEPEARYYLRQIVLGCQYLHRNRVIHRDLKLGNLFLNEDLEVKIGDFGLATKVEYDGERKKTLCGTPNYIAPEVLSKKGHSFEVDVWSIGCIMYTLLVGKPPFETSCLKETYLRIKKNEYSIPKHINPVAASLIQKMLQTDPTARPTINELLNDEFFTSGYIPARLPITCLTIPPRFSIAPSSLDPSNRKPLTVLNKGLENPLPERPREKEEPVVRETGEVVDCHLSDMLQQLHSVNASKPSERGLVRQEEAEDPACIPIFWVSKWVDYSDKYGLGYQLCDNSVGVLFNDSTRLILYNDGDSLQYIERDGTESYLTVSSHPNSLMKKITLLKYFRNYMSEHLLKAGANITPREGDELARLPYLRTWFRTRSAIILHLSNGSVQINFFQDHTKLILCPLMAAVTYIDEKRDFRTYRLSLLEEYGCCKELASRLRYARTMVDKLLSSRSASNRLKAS
GLP-1R agonist – GLP-1 receptor (human) agonism. P43220. HEK293 GLP-1R CRE-luciferase, luminescence, 4-6 h; cells express a hypersensitive GLP-1R form. Potency, µM (titrated, usually from 45.6 µM), inactives show at the top dose activation, actives largely listed as activators. 0.007% of 380,000 active. AID 624172; note: potency is the fitted concentration of half-maximal effect; % of control where 0% means no effect
PI5P4K alpha inh – PI5P4K alpha (human) kinase inhibition; P48426; PI5P4Kalpha enzyme, ADP-Glo luminescence, 60 min; active compounds read low; max response, %; 1.2% of 330,000 active; AID 652105; active = max response of -50% or lower; inconclusive = between -30% and -50%; inactive = -30% or higher; note: value at the top dose of about 77 µM; % is set by controls: 0 for no effect and ±100 for the full control effect
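Luminescence from ADP-Glo served as readout of PI5P4Kalpha activity in a qHTS format. Reaction: enzyme, substrate, compound, ATP at 5 microM final, 60 min at RT.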
EPAC1 antag – antagonists of human EPAC1; 0.14% of 360,000 active; EPAC1 GEF assay, Rap1b-BODIPY-GDP exchange fluorescence; O95398; Potency, µM (series often up to 115 µM), for the others: at the top dose activity change, negative = inhibition, most hits filed as inhibitors;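 note: potency is the fitted concentration of half-maximal effect; plate controls were vehicle for no effect and positive control for full effect; nearly all actives have a fitted effect of over 50% in size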
* marks the source's active call; other numbers are inactive results; i = inactive; u = inconclusive; x = no result given; [ ] = another dose, or the depositor's remark. Unless noted, calls come from the whole dose curve; as a rule, active = well fitted curve in the direction sought with a large enough effect; inconclusive = small, poorly fitted or top-dose-only effect, or another doubt; inactive = no such curve, though single readings can be large; an effect the other way counts as inactive or inconclusive. Some of the compounds tested, so the mix of outcomes need not match the whole.

SMILES	HEK293 tox	GLP1R inv ag	IL2 activator	EPAC1 ag	PTHR1 agonist	PLK1 PBD block	GLP-1R agonist	PI5P4K alpha inh	EPAC1 antag
Cc1ccc(N(CC(=O)N/N=C/c2cc(C)n(-c3ccccc3)c2C)S(C)(=O)=O)c(C)c1	1%	-13%	0.0	-1%	i	-4%	-4%	-3	-25%
COc1ccccc1CNC(=O)CCS(=O)(=O)c1ccc2c(c1)CCCN2C(C)=O	-8%	-14%	0.2	3%	-17%[57.5 µM]	-9%	6%	6	-6%
CCC(=O)N1c2ccc(S(=O)(=O)NCc3ccco3)cc2CC1C (stereo not given)	2%	14%	1.0	-8%	-11%	-6%	1%	-22	-10%
Cc1cccc(C=Nc2ccc3c(c2)oc2ccccc23)c1O	-6%	6%	-3.9	13%	i	4%	5%	10	-5%
CC1(C)CC(=O)C=C(NCCc2ccccc2)C1	-13%	-6%	-1.9	2%	i	-15%	-6%	0	-6%
CNc1cncc(-c2ccc(S(C)(=O)=O)cc2)n1	93%[activator]	-11%	-0.8	4%	i	-3%	-4%	0	-11%
CC(C)Cn1c(CN(C)Cc2ccccc2)nc2c1c(=O)n(C)c(=O)n2C	-8%	13%	-3.8	-13%	-36%[inhibitor]	-7%	1%	8	1%
O=C(Cc1n[nH]c(=O)c2ccccc12)NCc1ccccn1	2%	1%	-2.7	4%	i	-1%	-8%	-4	-8%
O=C(COC(=O)c1cccs1)Nc1nnc(-c2ccccc2)o1	-20%	4%	-3.3	-2%	-21%	1%	-5%	-7	-3%
COc1ccc(CCNC(=O)CN2C(=O)NC3(CCc4ccccc43)C2=O)cc1 (stereo not given)	4%	-7%	0.2	-1%	-1%	3%	1%	6	-6%
Cc1ccccc1NC(=O)Cc1nc(COC(=O)C(C)(C)Oc2ccc(Cl)cc2)cs1	-10%	u	-2.7	11%	-50%[inhibitor]	-2%	-2%	2	-10%
COC(=O)CCCCC1SCC(NC(=O)OC)C1NC(=O)OC (stereo not given)	6%	8%	2.4	2%	i	0%	-6%	9	-4%
COC(=O)CSc1nnc(-c2ccc(S(=O)(=O)NCc3cccs3)cc2)o1	-3%	-8%	-2.2	-3%	-65%[inhibitor]	1%	0%	x	10%
CC1CCCCC1NC(=O)CSc1nncn1N (stereo not given)	4%	3%	0.1	5%	i	21µM*	4%	-4	u
COc1ccccc1N1CCN(C2CCCN(C(=O)CCc3cnccn3)C2)CC1 (stereo not given)	-5%	4%	-0.4	-16%	-8%	-13%	-3%	2	-8%
Nc1[nH]n2c(=O)cc(-c3ccccc3)nc2c1N=Nc1ccc(S(N)(=O)=O)cc1	-41%	-37%	1.3	3%	-46%[inhibitor]	-8%	0%	u	u
O=C(NN(C(=O)C1CC1)c1nc2ccccc2s1)C1CC1	-17%	12%	-0.9	-2%	i	27µM*	-2%	-4	5%
CCOc1ccc(CCNC(=O)C2CCN(c3nn4c(=O)cc(C)nc4s3)CC2)cc1OCC	1%	1%	0.5	-5%	i	-6%	-5%	1	-3%
CCOC(=O)C1(C/C(C)=N/NC(N)=O)CC(C)(C)OC1=O (stereo not given)	8%	10%	-1.1	-7%	i	1%	-1%	0	-3%
O=C1NC(Cc2ccccc2)C(=O)Nc2ccc(Br)cc21 (stereo not given)	-1%	-15%	0.1	7%	i	2%	8%	0	-4%
CCc1ccc(C2CC3C(CN2S(=O)(=O)c2ccc(C)cc2)C(=O)CC(c2ccc(CC)cc2)N3S(=O)(=O)c2ccc(C)cc2)cc1 (stereo not given)	0%	8%	0.4	9%	i	-13%	x	2	4%
COc1cc(O)c(C(CC(=O)N2CCN(c3ccccc3)CC2)c2ccc(N(C)C)cc2)c(OC)c1 (stereo not given)	-37%	u	0.4	3%	-11%	-11%	-1%	1	-27%
CC(=O)N(c1ccccc1)c1nc(C)cc(C)c1C#N	-15%	0%	0.2	2%	i	-3%	5%	1	-2%
Cc1cccc(NC(=O)c2ccccc2-c2ccccc2)c1	-8%[7.66 µM]	-8%[7.66 µM]	0.0	7%	i	-3%	14%	0	-29%
CC1(c2ccc3c(c2)OCCO3)NC(=O)N(CC(=O)Nc2ccccc2F)C1=O (stereo not given)	12%	17%	0.7	-3%	i	-9%	16%	4	-18%
CCN(Cc1ccncc1)C(=O)CCc1nnc(CCc2ccc(OC)cc2)o1	2%	0%	-2.0	-3%	i	-9%	6%	1	-6%
Cc1ccnc(NC(=O)c2ccc(S(=O)(=O)NCc3ccco3)cc2)c1	-26%	-32%	0.3	-3%	-7%	-2%	7%	1	-10%
CCCNC(=O)c1ccccc1NS(=O)(=O)c1ccc2c(c1)OCCO2	0%	2%	0.9	1%	-11%	-6%	-1%	7	2%
CSCc1nnc(NC(=O)c2ccc(S(=O)(=O)N(C)C)cc2)o1	-13%	13%	-3.6	10%	-1%	13µM*	-5%	-6	-7%
COc1cc2c(cc1OC)C(=S)NC1(CCCC1)C2	u	u	1.0	10%	u	-10%	13%	8	-21%

3 compounds out of the list, sorted by formula weight, ascending.
SMILES	HEK293 tox	GLP1R inv ag	IL2 activator	EPAC1 ag	PTHR1 agonist	PLK1 PBD block	GLP-1R agonist	PI5P4K alpha inh	EPAC1 antag
CC(=O)N(c1ccccc1)c1nc(C)cc(C)c1C#N	-15%	0%	0.2	2%	i	-3%	5%	1	-2%
CCN(Cc1ccncc1)C(=O)CCc1nnc(CCc2ccc(OC)cc2)o1	2%	0%	-2.0	-3%	i	-9%	6%	1	-6%
COc1cc(O)c(C(CC(=O)N2CCN(c3ccccc3)CC2)c2ccc(N(C)C)cc2)c(OC)c1 (stereo not given)	-37%	u	0.4	3%	-11%	-11%	-1%	1	-27%

(continued)
SMILES	HEK293 tox	GLP1R inv ag	IL2 activator	EPAC1 ag	PTHR1 agonist	PLK1 PBD block	GLP-1R agonist	PI5P4K alpha inh	EPAC1 antag
CCn1c(SCC(=O)c2cc(C)ccc2C)nc2cc(S(=O)(=O)N3CCOCC3)ccc21	1%	-15%	0.3	-3%	-22%	-4%	9%	10	-19%
Cc1cccc(N/N=C/c2ccc(C)s2)c1	-14%	u	-5.0	-1%	i	-11%	-4%	0	2%
Cc1ccc(S(=O)(=O)N2CCN(CC(O)c3ccccc3)CC2)cc1 (stereo not given)	4%[7.66 µM]	21%[7.66 µM]	0.5	7%	-20%	-13%	-1%	-3	-2%
CC(=O)N1CC2([N+](=O)[O-])CN(C(C)=O)CC([N+](=O)[O-])(C1)C2(C)C	9%	11%	0.4	1%	u	-7%	10%	-1	11%
COc1ccc(NC(=O)c2ccc(NC3=NC4CS(=O)(=O)CC4S3)cc2)cc1 (stereo not given)	-13%	4%	-1.4	-11%	i	0%	5%	-1	u
Cc1ccc(NC(=O)CN(C)CC(=O)Nc2cccc(F)c2)cc1S(=O)(=O)N1CCCCCC1	-25%	u	-2.6	2%	-37%[inhibitor]	-2%	0%	17	u
Cc1nnc(SCC(=O)N2CCc3ccccc32)n1-c1ccccc1	-15%	-18%	-0.1	0%	-4%	-9%	-5%	3	-19%
Cc1cccc(-n2c(SCC(=O)O)nc3sc4c(c3c2=O)CCC4)c1	-13%	0%	-0.3	-11%	18%	-25%	-1%	-1	0%
O=C(COC(=O)c1ccc(F)c(S(=O)(=O)N2CCOCC2)c1)NC1CCCCC1	2%	-5%	-0.1	11%	-29%	-2%	-6%	4	2%
CSc1ccc(CN(C)CC(=O)NC(=O)NCCC2=CCCCC2)cc1	0%	u	-0.1	3%	-36%[inhibitor]	1%	11%	2	-4%
O=S(=O)(N1CCCCC1)N1CCN(c2ccc(F)cc2)CC1	3%	-28%	-1.5	12%	-7%	-17%	-2%	x	7%
O=C(CNC(=O)c1ccc(Br)o1)NCc1ccccc1	1%	13%	-0.3	6%	-3%	6%	-2%	-2	-17%
COc1ccc(CCN2CC(C(=O)N(C)CCn3nc(C)cc3C)CCC2=O)cc1 (stereo not given)	2%	-2%	-1.0	6%	i	-2%	0%	5	6%
CCOc1ccc(N=C(/C(C(=O)C(=O)N2CCOCC2)=C(\O)c2ccccc2)c2ccccc2)cc1	-17%	-25%	-0.1	0%	i	-11%	-1%	9	-13%
Cc1ccc(SC(C)C(=O)Nc2ccncc2)cc1 (stereo not given)	2%	0%	-1.1	0%	-22%	-12%	3%	x	0%
O=C(Cc1c(O)c2ccccc2oc1=O)c1ccc(C(F)(F)F)cc1	10%	9%	-3.3	12%	-21%	-18%	6%	-4	11%
CCOC(=O)c1c(C)oc2ncnc(Nc3cccc(C(F)(F)F)c3)c12	-18%	-21%	x	x	-48%[inhibitor]	x	-2%	x	x
CCOc1ccccc1NC(=O)c1cccc(S(=O)(=O)N(Cc2ccccc2)c2ccccc2OC)c1	-14%	u	-0.5	-12%	i	7%	0%	15	-10%
Cc1c(OC(C)C(=O)NCCCN2CCOCC2)ccc2c3c(c(=O)oc12)CCC3 (stereo not given)	12%	77%[activator]	0.5	16%	-18%	0%	12%	7	18%
CCCCOc1ccc(S(=O)(=O)NC(=O)C2(C)CCN2C(=O)Cc2cccs2)cc1 (stereo not given)	1%	15%	-0.1	3%	i	2%	-1%	-4	1%
COc1ccc(/C=C/C(=O)NCc2c(C)nn(C)c2C)cc1COc1ccc(Br)cc1	-7%	-2%	-0.7	3%	-16%	0%	0%	x	-20%
O=C(Nc1ccccc1)c1cc(C2COCCN2C(=O)c2cccs2)on1 (stereo not given)	-7%	18%	0.8	6%	-15%	-2%	-2%	-4	-3%
COc1ccc(C(C[N+](=O)[O-])c2c(-c3ccccc3)cc3ccccn23)c(OC)c1 (stereo not given)	-23%	u	-0.1	-1%	-54%[inhibitor]	-14%	-2%	2	16%
COCCNC(=O)/C(C#N)=C/c1c(N2CCN(C)CC2)nc2ccccn2c1=O	x	2%	-0.4	2%	i	1%	-5%	-4	0%
COc1cccc(OC)c1C(=O)NC(=O)Oc1c(F)cccc1F	-5%	2%	-2.3	-12%	i	2%	-1%	3	-3%
O=C(O)c1cccc(N2C(=O)C3C4C=CC(C4=C(c4ccccc4)c4ccccc4)C3C2=O)c1 (stereo not given)	8%	-13%	-1.3	4%	-19%	30µM*	1%	-11	-1%
O=C(COC(=O)CCc1c[nH]c2ccccc12)NCc1ccccc1	-3%[1.53 µM]	5%	-0.8	-8%	-5%	6%	-4%	2	9%
